# FBW7 activator – human FBW7 E3 ligase activation, primary screen; AlphaScreen FBW7–phospho-cyclin E peptide binding, activator screen; 650,000 compounds, 0.13% hits; Q969H0; normalized activity (activation), % at 26.1 µM; in the data active = normalized activity above about 1.9%;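 note: purified mutant Fbw7 with reduced substrate affinity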
# Target sequence (Q969H0 whole entry, looked up): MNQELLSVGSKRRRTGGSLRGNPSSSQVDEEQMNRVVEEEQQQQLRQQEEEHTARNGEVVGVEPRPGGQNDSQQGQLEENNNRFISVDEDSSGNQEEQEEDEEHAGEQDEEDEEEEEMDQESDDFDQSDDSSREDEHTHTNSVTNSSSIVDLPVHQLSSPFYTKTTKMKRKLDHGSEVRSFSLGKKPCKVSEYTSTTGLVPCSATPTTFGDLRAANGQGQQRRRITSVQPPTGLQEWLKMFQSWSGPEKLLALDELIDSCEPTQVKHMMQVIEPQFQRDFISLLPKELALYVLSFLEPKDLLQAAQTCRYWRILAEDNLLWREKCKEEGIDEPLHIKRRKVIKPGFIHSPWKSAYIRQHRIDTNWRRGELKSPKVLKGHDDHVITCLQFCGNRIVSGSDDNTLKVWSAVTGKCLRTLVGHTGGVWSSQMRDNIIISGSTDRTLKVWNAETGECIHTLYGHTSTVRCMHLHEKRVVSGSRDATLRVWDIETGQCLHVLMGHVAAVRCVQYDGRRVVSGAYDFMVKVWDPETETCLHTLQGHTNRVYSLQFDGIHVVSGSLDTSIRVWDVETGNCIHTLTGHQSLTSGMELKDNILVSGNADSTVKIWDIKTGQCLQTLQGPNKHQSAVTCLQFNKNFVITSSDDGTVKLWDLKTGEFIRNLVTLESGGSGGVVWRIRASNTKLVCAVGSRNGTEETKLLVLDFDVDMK
# TEAD-YAP inh – TEAD-YAP interaction inhibition. HEK-TIYL cells, TEAD-Gal4/YAP UAS-luciferase luminescence. inhibition, % at 9.12 µM. 640,000 compounds, 1.4% hits. AID 1259422; in the data active = inhibition above about 32%;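 note: 0% = median of test compound wells and 100% = reference inhibitor wells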
# GPR151 activ – activates the human receptor GPR151; Q8TDV0; PathHunter beta-arrestin GPR151 cells, luminescence; activation, % at 11.2 µM; 650,000 compounds, 1% hits; in the data active = activation above about 4.9%;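 note: 0% = median of compound wells and 100% = cells with positive control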
# Target sequence (Q8TDV0 whole entry, looked up): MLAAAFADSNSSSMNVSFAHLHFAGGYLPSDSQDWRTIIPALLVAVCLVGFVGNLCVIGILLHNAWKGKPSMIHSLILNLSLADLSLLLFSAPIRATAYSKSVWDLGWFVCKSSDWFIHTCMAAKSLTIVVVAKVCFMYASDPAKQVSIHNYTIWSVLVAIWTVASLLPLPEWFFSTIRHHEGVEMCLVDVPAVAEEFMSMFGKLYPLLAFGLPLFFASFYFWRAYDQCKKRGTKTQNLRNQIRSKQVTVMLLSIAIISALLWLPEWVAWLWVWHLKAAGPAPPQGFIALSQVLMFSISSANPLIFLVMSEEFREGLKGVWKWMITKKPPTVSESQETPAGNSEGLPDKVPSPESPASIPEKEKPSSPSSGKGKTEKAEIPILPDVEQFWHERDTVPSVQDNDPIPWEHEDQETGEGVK
# MITF primary – blocks human microphthalmia-associated transcription factor. O75030. AlphaScreen MITF homodimerization, bead proximity signal. inhibition, % at 2.6 µM. 650,000 compounds, 0.91% hits. AID 1259374; in the data active = inhibition above about 50%;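 note: 0% = vehicle wells with protein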
# An asterisk follows results filed as active; i = inactive; & = joins results of further samples.
# Values run as follows: GPR151 activ, FBW7 activator, MITF primary, TEAD-YAP inh
Cc1oc(-c2cccc(Cl)c2)nc1CS(=O)(=O)CC(=O)NC1CCCC(C)C1C (stereo not given)
    0.1, -0.2, 4, -9
COc1ccc(OC)c(S(=O)(=O)N2CCc3cc(OC)c(OC)cc3C2)c1
    -0.9, -0.3, -5, -1
Nc1c(C(=O)c2ccccc2)sc2nc3c(cc12)CCC3
    -2.2, 0.1, 3, -48
COc1cccc(C2CC(c3ccc(Cl)cc3)=NC(c3ccc(Cl)cc3)N2)c1O (stereo not given)
    -1.4, -0.1, -8, -27
CCOC(=O)c1c(-c2ccccc2)oc2ccc(OC(C)C(=O)OCC)cc12 (stereo not given)
    0.3, 0.4, -1, 5
O=C(Nc1ccccc1C(F)(F)F)Nn1cnnc1
    -0.7, 0.4, -15, 1
Cc1cccc(C)c1NC(=S)N(CCCN1CCCC1)Cc1cccs1
    2.5, 0.0, -9, 3
CC1(C)CC(n2c(SCC#N)nc3c(c2=O)C2(CCCCC2)Cc2ccccc2-3)CCO1 (stereo not given)
    2.0, -0.2, 5, -2
COc1ccc(/C=C2\C=C(c3ccccc3)N(c3ccc(Br)cc3C)C2=O)cc1
    0.6, -0.1, 2, -17
C[C@@H]1NC(=O)[C@H]2CN(Cc3cnn(-c4ccccc4F)c3)CCN2C1=O
    -0.6, -0.1, -5, -1
Cc1sc2ncnc(N3CCN(c4ccc(O)cc4)CC3)c2c1C
    0.2, 0.2, 6, -12
OCCn1nc(-c2ccccc2)cc1-c1ccccc1
    -0.2, -0.1, 13, -11
CCOC(=O)CC(=O)NC1(Cc2ccc(O)cc2)CCCCC1
    0.5, 0.3, 10, -5
O=C(C1CCCC1)N(c1ccc(Br)cc1)C1C=CS(=O)(=O)C1 (stereo not given)
    0.8, 0.1, 11, 11
CC(NC(=O)C1CC1)c1nnc2n1CCN(Cc1ccc(OCCO)cc1)CC2 (stereo not given)
    -1.3, 0.4, 19, -4
CN(C(=O)c1cccc(F)c1)C1CCS(=O)(=O)C1 (stereo not given)
    1.0, 0.1, 6, 2
CCOC(=O)N1CCN(C(=O)CSC2=NN3CCCC(=O)N=C3S2)CC1
    -0.3, 0.0, 9, -4
COCCn1c(=S)[nH]c2cc(C(=O)N3CCc4ccccc43)ccc2c1=O
    2.0, 0.3, -14, 5
COc1cc(OC)cc(C(=O)NC(CC(=O)O)c2cccc([N+](=O)[O-])c2)c1 (stereo not given)
    1.6, -0.3, i, 0
Cc1cc(C(=O)N2CCCC(c3nnc(Cc4ccc(F)cc4)o3)C2)no1 (stereo not given)
    2.8, -0.3, -3, 0
CN(/N=C1/C(=O)N(C)c2ccccc21)C(N)=O
    -1.1, 0.7, 16, 7
c1ccc(N2CCN(CCc3nnc4n3CCCCC4)CC2)cc1
    0.6, 0.0, -3, -1
O=C1CSC(=S)N1CCCCCCN1C(=O)CSC1=S
    -0.4, -0.2, -17, -5
CCN(CC)C(=O)c1cc(-c2cc(C(=O)N(CC)CC)c3ccccc3n2)nc2ccccc12
    1.6, 0.0, 12, 17
Cc1ccc(-c2nnc(SCC(=O)NC(C)(C)C)nc2-c2ccc(C)cc2)cc1
    0.4, -0.2, 8, -2
CCOC(=O)C1=C(C)NC(=O)CC1
    1.6, 0.1, 9, 0
CCOc1ccc2nc(NC(=O)CN(C)S(=O)(=O)c3cnc[nH]3)sc2c1
    0.8, 0.0, 11, -11
COC(=O)c1cccn2cc(-c3ccc(F)cc3)nc12
    4.9*, -0.1, 1, -10
Cc1ccc(C)c(NC(=O)c2ccc(-c3ccccc3)cc2)c1
    0.7, 0.0, 13, 0
Cc1ccc(-n2nnnc2-c2ccccc2)cc1C
    2.6, 0.1, 10, 5
CCCCC(=O)NC(=S)Nc1ccc(C(N)=O)cc1
    0.0, -0.1, 7, -21
CC(=O)N1CCCC(c2[nH]ncc2-c2cc(C)no2)C1 (stereo not given)
    -0.3, -0.1, -4, 8
N/C(Cc1cccc2ccccc12)=N\OC(=O)COc1ccccc1Cl
    -1.0, 0.9, 10, -7
CCOC(=O)N1CCC(N(CCN(C)C)C(=S)Nc2cccc(CC)c2)CC1
    0.3, -0.4, -8, -8
CC1CCN(CC(O)COc2ccc(Br)cc2)CC1 (stereo not given)
    -2.1, 0.0, 6, 4
Cn1cc([C@@H]2C[C@H]3CN(Cc4cccc(Cl)c4)C(=O)[C@]34CCCN24)cn1
    -1.7, -0.1, 12, 12
CC1=C(C(=O)Nc2cc(C)ccn2)C(c2cccc(Br)c2)C2=C(CCCC2=O)N1 (stereo not given)
    -1.7, 0.2, -12, 2
O=C(Nc1ccc(S(=O)(=O)NCC2CCCO2)cc1)c1ccc(Cl)c(Cl)c1 (stereo not given)
    0.1, -0.1, 7, 14
O=C(O)c1c[nH]n2c(=O)cc(C3CCNCC3)nc12
    0.3, -0.3, -4, 0
O=C(Cn1c(=O)oc2cc(S(=O)(=O)NC3CCCC3)ccc21)NC1CCCCCCC1
    0.0, 0.0, 5, 1
COc1ccc(C(=O)Oc2c(Cl)cc(/C=C3\SC(N)=NC3=O)cc2OC)cc1
    8.2*, -0.1, -13, -2
Cn1ccnc1C(=O)C(=O)c1c(-c2ccccc2)nc2ccccn12
    -0.9, 0.0, 4, -9
O=C1NCCCCC1NS(=O)(=O)c1ccc(OC(F)(F)F)cc1 (stereo not given)
    1.3, 0.2, 1, -10
Cc1ccc(-c2n[nH]c(=S)c3ccccc23)cc1S(=O)(=O)NCC1CCCO1 (stereo not given)
    0.3, 0.0, 16, 14
CSc1ccc(-c2ccc3c(c2)CC(CNC(=O)C(NC(C)=O)C(C)C)O3)cc1 (stereo not given)
    0.3, 0.0, -4, -2
COCC(C)NC(=O)c1c(C)nc2ccccn12 (stereo not given)
    -0.6, 0.4, 9, -5
O=C1CC(c2ccccc2)CC2=C1C(c1cccc(OCc3ccccc3)c1)Nc1ccccc1N2 (stereo not given)
    0.7, 0.0, 12, 5
CCN1CCC(=NNc2ccc(C(=O)O)cc2)CC1
    -1.5, 1.0, 23, -32
CN(C)c1nc(N(C)C)nc(N(C#N)C(=O)COc2ccc(Cl)cc2Cl)n1
    0.3, 0.1, 9, 4
CC(=O)Nc1ccc(S(=O)(=O)NCCC(c2ccccc2)c2ccccc2)cc1
    -1.7, -0.1, 12, -2
COc1ccc(CCNC(=O)CCCn2c(SCC(=O)Nc3ccccc3C(F)(F)F)nc3ccccc3c2=O)cc1OC
    0.7, -0.1, -8, -5
O=c1[nH]c(=O)n(-c2cccc(Cl)c2)c(O)c1C=Nc1ccccc1Cl
    0.4&3.8, 0.1&-0.1, 0&-29, 3&0
Cc1nnn(C23CC4CC(CC(CC(=O)Nc5ccc(C)c(C)c5)(C4)C2)C3)n1
    -0.1, 0.2, -2, 4
C/C=C/c1ccc(OCCOCCN2CCCC(C)C2)c(OC)c1 (stereo not given)
    -0.7, -0.3, 53*, 5
CC(C)N(CCNC(=O)c1csc(-c2ccc(C(N)=O)cc2)n1)C(C)C
    0.1, -0.1, 3, 6
CN1CCC(N(C(=O)c2ccc(C(F)(F)F)cc2)C2CCN(C)CC2)CC1
    6.2*, 0.0, -4, -7
CCOc1ccc(NC(=O)CS(=O)(=O)c2cn(CC)c3ccccc23)cc1
    0.1, 0.1, 3, -3
Cc1cc(C)cc(Nc2nn3c(=O)c4ccccc4nc3s2)c1
    -1.8, 0.1, -2, 10
COc1ccc(NC(=O)c2ccccc2NC(=O)c2cccc([N+](=O)[O-])c2C)cc1
    0.5, 0.3, 1, 2
O=C(CSc1nc(NCCc2ccccc2)c2ccccc2n1)Nc1cccc(C(F)(F)F)c1
    0.4, 0.0, 7, -10

# An excerpt of these results, with each value named:
structure: COc1cccc(C2CC(c3ccc(Cl)cc3)=NC(c3ccc(Cl)cc3)N2)c1O (stereo not given)
  GPR151 activ = -1.4 | FBW7 activator = -0.1 | MITF primary = -8 | TEAD-YAP inh = -27

structure: CCOC(=O)c1c(-c2ccccc2)oc2ccc(OC(C)C(=O)OCC)cc12 (stereo not given)
  GPR151 activ = 0.3 | FBW7 activator = 0.4 | MITF primary = -1 | TEAD-YAP inh = 5

structure: O=C(Nc1ccccc1C(F)(F)F)Nn1cnnc1
  GPR151 activ = -0.7 | FBW7 activator = 0.4 | MITF primary = -15 | TEAD-YAP inh = 1

structure: Cc1cccc(C)c1NC(=S)N(CCCN1CCCC1)Cc1cccs1
  GPR151 activ = 2.5 | FBW7 activator = 0.0 | MITF primary = -9 | TEAD-YAP inh = 3

# Three entries from above, arranged by formula weight, largest number first.
# Values run as follows: GPR151 activ, FBW7 activator, MITF primary, TEAD-YAP inh
CC(=O)Nc1ccc(S(=O)(=O)NCCC(c2ccccc2)c2ccccc2)cc1
    -1.7, -0.1, 12, -2
CCOC(=O)c1c(-c2ccccc2)oc2ccc(OC(C)C(=O)OCC)cc12 (stereo not given)
    0.3, 0.4, -1, 5
CC1CCN(CC(O)COc2ccc(Br)cc2)CC1 (stereo not given)
    -2.1, 0.0, 6, 4

# Next part:
# Values run as follows: GPR151 activ, FBW7 activator, MITF primary, TEAD-YAP inh
Cc1ccc(C)c(NC(=O)c2sc3ccccc3c2Cl)c1
    0.5, -0.1, 3, -46
NS(=O)(=O)c1cccc(NC(=O)COC(=O)C2CCC(=O)N2)c1 (stereo not given)
    -0.1, 0.1, 0, 2
CN=C1S/C(=C\c2ccc(-c3cc(Cl)ccc3[N+](=O)[O-])o2)C(=O)N1C
    3.7, 0.7, -2, 0
COc1cc(OC)cc(C(=O)NC(C)(C)CC(C)(C)C)c1
    -1.2, -0.2, 14, -2
CC1CCN(C(=O)CSc2cc(=O)n(C)c3ccccc23)CC1
    -0.7, -0.1, -7, -5
Cc1ccc(S(=O)(=O)N2CCC(C)CC2)cc1C
    -1.6, -0.1, -15, 0
Cn1nc(-c2ccc(OCC(=O)Nc3ccccc3)cc2)c2ccccc2c1=O
    3.0, -0.1, 14, 1
COC(=O)c1cc2c(=O)n3ccccc3nc2n(Cc2ccc(C)cc2)c1=N
    0.0, -0.1, -5, 5
Cc1cc(NC(=O)CN2C(=O)NC(C)(c3ccc(OC(F)F)cc3)C2=O)no1 (stereo not given)
    0.5, -0.3, -15, -3
Cc1ccc(N2C(=O)NC(c3ccccc3)(C(F)(F)F)C2=O)nc1 (stereo not given)
    -0.8, 0.2, 0, -5
Cn1cc(CNC(=O)COc2ccc(Cl)cc2Cl)cn1
    -1.5, 0.1, 13, -3
CC(C)(C)CC(=O)Nc1ccc2ccccc2c1
    -0.7, -0.2, 3, -20
COc1ccc(OC)c(S(=O)(=O)N2CC=C(c3c(C)[nH]c4ccccc34)CC2)c1
    0.0, -0.1, 11, 2
Cn1ncc2cc(Nc3nccc(-c4cncc(N5CCOCC5)c4)n3)ccc21
    0.2, -0.2, 0, 69*
CCn1cc(C(=O)N2CCN(Cc3cccc(OC)c3)C[C@@H]2C)cn1
    -0.1, -0.1, 10, 8
COc1ccc(/C=C/C(=O)Nc2sc3c(c2C(=O)NCc2cccnc2)CCCC3)cc1
    6.7*, 0.3, 6, 6
CCOC(=O)CSc1nc2ccccc2c(=O)n1CCC(=O)NCCc1ccc(OC)c(OC)c1
    -0.8, 0.4, 12, -8
O=C(CCC1CCCCC1)Nc1ccc(S(=O)(=O)N2CCOCC2)cc1
    0.6, 0.0, 0, 2
CC(=O)C(C)n1c(N2CCOCC2)nc2c1c(=O)n(C)c(=O)n2C (stereo not given)
    -0.9, -0.1, 0, 5
O=C(COc1ccc(Cl)cc1)Nc1cc(F)cc(F)c1
    2.4, 0.0, -6, -10
Cc1cc(NCc2cccc(C(F)(F)F)c2)nc(N2CCOCC2)n1
    2.6, 0.0, -1, -2
CCOC(=O)c1ccc[n+](CC(=O)c2cc(C)n(Cc3ccco3)c2C)c1
    1.7, 0.1, 0, 8
Fc1ccc(C2=NN3C(C2)c2cc(Cl)ccc2OC3c2ccccc2Cl)cc1 (stereo not given)
    -1.7, 0.1, 7, -34
COc1ccc(COC(=O)C2=C(C)NC3=C(C(=O)CC(C)(C)C3)C2c2ccc3c(c2)OCO3)cc1 (stereo not given)
    -0.9, 0.1, 6, 0
CCN1C(=O)c2cccc3c(S(=O)(=O)N4CCCCC4)ccc1c23
    -2.4, 0.2, -9, 16
O=C(CSc1nc2cc3c(cc2c(=O)n1Cc1ccc(C(=O)N2CCN(c4ccccc4)CC2)cc1)OCO3)c1ccccc1
    0.1, -0.1, -5, 3
Cc1ccc(-c2[nH]nc3c2C(c2cccs2)C(C#N)=C(N)O3)cc1 (stereo not given)
    1.2, -0.3, -1, 4
CC(C)(C)c1ccc(OCCn2cc(C(=S)N3CCCC3)c3ccccc32)cc1
    1.1, 0.4, 7, 0
Cc1cc(C)c(S(=O)(=O)Nc2cc(Cl)cc(Cl)c2)c(C)c1
    -1.2, 0.0, 6, 0
Cc1ccccc1/C=N/NC(=O)COc1ccc2c(c1)OCO2
    -2.0, 0.1, 10, 12
c1nc(NCc2ccc3c(c2)OCO3)c2[nH]cnc2n1
    -1.8, 0.0, 3, -2
C/C(=N\N=C(N)N)c1cccc(Br)c1
    1.6, -0.1, -3, 14
COCc1c(C(=O)N/N=C\c2ccccn2)nnn1-c1nonc1N
    -0.7, -0.9, 15, 2
O=[N+]([O-])c1ccc(Cl)c(S(=O)(=O)/N=C(\c2ccccc2)N2CCOCC2)c1
    1.9, -0.1, 0, 4
COCCn1c(SCC(=O)c2ccc(NC(C)=O)cc2)nnc1-c1ccc(OC)cc1
    -0.4, 0.9, 2, -8
CCCCNC(=O)CN1C(=O)N(c2ccccc2)S(=O)(=O)c2ccccc21
    2.6, -0.1, -2, 1
COC(=O)c1c(C)n(C)c2ccc(O)cc12
    -2.0, 0.0, 10, -7
COc1ccc(/C=N/NC(=O)Cc2ccc(F)cc2)c(OC)c1
    2.5, -0.1, -7, 4
Fc1ccccc1OCCSc1nc2ccccc2[nH]1
    -0.8, 0.0, 10, -10

# High-throughput results: PubChem, The Scripps Research Institute Molecular Screening Center

# Hits appear at their usual frequency. Share with any hit: about 3.4%.
